Screening data: PubChem, The Scripps Research Institute Molecular Screening Center
M1 PAM – positive allosteric modulators of human M1 muscarinic receptor; P11229; CHO-K1 hM1, Fluo-8 calcium fluorescence, ACh EC20; 0% = ACh EC20, 100% = maximal ACh; activation, % at 3 µM; 360,000 tested, 0.088% active; AID 588819; in the data active means activation above about 19%, passing the limit was not always enough
Target sequence (P11229 whole entry, looked up): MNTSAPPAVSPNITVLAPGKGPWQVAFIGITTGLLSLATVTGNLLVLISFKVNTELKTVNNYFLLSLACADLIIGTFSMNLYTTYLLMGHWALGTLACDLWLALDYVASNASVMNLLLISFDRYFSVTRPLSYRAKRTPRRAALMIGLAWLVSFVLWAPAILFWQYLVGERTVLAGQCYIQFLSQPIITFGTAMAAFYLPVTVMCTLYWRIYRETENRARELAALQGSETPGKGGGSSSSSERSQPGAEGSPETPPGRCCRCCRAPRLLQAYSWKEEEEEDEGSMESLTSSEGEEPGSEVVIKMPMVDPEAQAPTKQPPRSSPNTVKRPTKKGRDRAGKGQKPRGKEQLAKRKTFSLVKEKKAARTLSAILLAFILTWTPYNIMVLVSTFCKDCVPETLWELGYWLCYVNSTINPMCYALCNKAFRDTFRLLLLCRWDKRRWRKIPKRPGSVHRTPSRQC
M1 ag parental – nonselective activator or artifact in parental CHO-K1 cells; Fluo-8 calcium fluorescence; scaled to maximal ATP response, vehicle zero; activation, % at 3 µM; 360,000 tested, 0.48% active; in the data active means activation above about 15%;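 further: untransfected CHO-K1 host cells lacking M1 receptor as counterscreen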
M1 PAM parental – nonselective activator or artifact in parental CHO-K1 calcium assay; 360,000 tested, 0.02% active; ATP EC20, Fluo-8 calcium fluorescence; 0% at ATP EC20, 100% at ATP max; activation, % at 3 µM;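 active means activation above the run cutoff, the mean activation of all test compounds plus 3 SD, cut at about 40% in these data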;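 further: peak over basal fluorescence ratio in a 140 s read after ATP addition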
TAAR1 agonist – human TAAR1 agonism. activation, % at 3 µM. Q96RJ0. CHO RD-HGA16 TAAR1, Fluo-8 calcium fluorescence; vehicle wells 0%, saturating PEA agonist 100%. 360,000 tested, 0.99% active;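 active means activation above the mean activation of all test compounds in the run plus 3 SD, cut at about 38% in these data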
Target sequence (Q96RJ0 whole entry, looked up): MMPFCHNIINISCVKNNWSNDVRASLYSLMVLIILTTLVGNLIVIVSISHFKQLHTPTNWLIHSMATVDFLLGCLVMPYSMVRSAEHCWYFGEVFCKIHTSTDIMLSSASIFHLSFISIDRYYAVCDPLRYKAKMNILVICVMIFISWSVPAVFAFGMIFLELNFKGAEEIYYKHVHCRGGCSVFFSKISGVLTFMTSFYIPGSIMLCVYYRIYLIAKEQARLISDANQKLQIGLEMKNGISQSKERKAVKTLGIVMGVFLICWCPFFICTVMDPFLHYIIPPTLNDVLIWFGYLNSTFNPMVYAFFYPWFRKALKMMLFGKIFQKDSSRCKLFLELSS
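Test system: RD-HGA16 (CHO) cells co-expressing Gα16 and hTAAR1 | Doses: Single dose, 3 µM | Schedule: 17-24 h seeding, 75 min 37 °C dye, 30 min RT | Evaluation: % activation from peak over basal fluorescence ratio, DMSO-to-PEA scaled | Technique: Kinetic Fluo-8 calcium fluorescence | Benchmarks: Low control DMSO, high control PEA (EC100)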
CHRM1 antagonist – human CHRM1 antagonism; P11229; CHO-K1 hM1, Fluo-8 calcium fluorescence, ACh EC80 antagonist; inhibition, % at 3 µM; 360,000 tested, 1.3% active; AID 588852;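 active means percent inhibition above its own plate's cutoff, namely the mean of that plate's compound wells plus 3 SD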;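 further: peak over basal fluorescence ratio during 140 s after agonist addition; 0% = ACh EC80 plus DMSO and 100% = DMSO alone without agonist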
TAAR1 antagonist – human TAAR1 antagonism | inhibition, % at 3 µM | CHO RD-HGA16 TAAR1, Fluo-8 calcium fluorescence, antagonist | Q96RJ0 | AID 624466 | 360,000 tested, 1.5% active;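 active means inhibition above a per-plate cutoff, the mean inhibition of test compounds on that plate plus 3 SD, cut at about 49% in these data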;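 further: 0% = DMSO plus EC80 beta-PEA response and 100% = DMSO alone without agonist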
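Material: RD-HGA16 CHO cells with stable hTAAR1 and Gα16; Dosing: single nominal final test compound concentration of 3 µM; Schedule: seeding 17-24 h prior, 75-min 37 °C, 30-min RT dye loading; Detection: kinetic Fluo-8 calcium fluorescence measurement; Measure: % inhibition from peak post-agonist over basal fluorescence ratio; Benchmarks: vehicle and agonist controls.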
CHO parental Ca – counter-screen for OX1R antagonists: effect in parental CHO cells; parental CHO-K1, ATP-induced calcium, Fluo-8 fluorescence; AID 463079; inhibition, % at 5.6 µM; 330,000 tested, 0.63% active;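 active means inhibition above that plate's mean sample inhibition plus 3 SD, cut at about 26% in these data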;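 further: 0% = ATP-challenged DMSO wells and 100% = DMSO wells without ATP; some compounds past the cut are filed as inactive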
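Test system: untransfected parental CHO cell line. Compound: one dose, 5.6 µM nominal. Detection: intracellular calcium via Fluo-8 no-wash fluorescent dye. Measure: % inhibition. Benchmarks: ATP-challenged DMSO wells low, unchallenged DMSO wells high.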
CHO-K1 Ca antag – counter-screen for M1 antagonists: effect in parental CHO-K1 cells | ATP-induced calcium, Fluo-8 fluorescence | inhibition, % at 3 µM | 360,000 tested, 0.6% active | AID 602250;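 active means inhibition above a per-plate cutoff, the plate's mean sample inhibition plus 3 SD, cut at about 24% in these data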;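 further: 0% = DMSO plus EC80 ATP and 100% = DMSO alone without ATP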
CHRM1 agonist – human M1 muscarinic receptor agonism | P11229 | CHO-K1 hM1, Fluo-8 calcium fluorescence, agonist mode; 0% DMSO, 100% acetylcholine EC100 | activation, % at 3 µM | 360,000 tested, 0.33% active | AID 588814;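 active means activation above the run's mean compound activation plus 3 SD, cut at about 16% in these data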;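 further: peak over basal fluorescence ratio within a 140 s kinetic read after compound addition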
Starred values were filed as active, the others as inactive; nt = no result given. Rows are unselected; overall some 4.4% were active at least once.

smiles,M1 PAM,M1 ag parental,M1 PAM parental,TAAR1 agonist,CHRM1 antagonist,TAAR1 antagonist,CHO parental Ca,CHO-K1 Ca antag,CHRM1 agonist
Nc1ccc(C(=O)N/N=C/c2cn(Cc3ccccc3)c3ccccc23)cc1,9,2.2,18,0,-12,10,nt,-13,-3
CCOc1ccc(NC(=O)CCNS(=O)(=O)c2ccc(Br)s2)cc1,0,1.4,-10,7,6,-1,-14,1,-4
Cc1c(NC(=O)COC(=O)c2ccc(Br)o2)c(=O)n(-c2ccccc2)n1C,4,0.1,-1,2,2,-18,-3,-3,-7
O=C1CC(C(=O)N2CCC(N3CCC(C(=O)NC4CC4)CC3)CC2)c2ccccc21 (stereo not given),0,1.0,17,1,2,-26,-4,-5,-3
Cc1cccc2cc(C(c3nnnn3CC3CCCO3)N3CCOCC3)c(=O)[nH]c12 (stereo not given),-1,0.4,9,5,-6,0,-18,2,-4
Cc1cccc(NC(=O)COC(=O)c2ccc(S(=O)(=O)N3CCCC3)cc2)c1,-1,2.2,6,4,-3,-9,nt,2,-7
CC(Cc1ccccc1)C(=O)NCCO (stereo not given),1,0.0,-8,1,-3,-5,-1,-4,-4
CC(=O)Nc1ccc2c(c1)-c1ccc(F)cc1C2,0,0.3,9,0,-8,3,nt,-13,-1
CC(C)(C)OC(=O)[C@H](NC(=O)OCc1ccccc1)c1ccccc1,5,-0.9,20,11,-5,21,-38,-11,-7
COc1ccc(C(C)(NC(C)=O)c2nc(-c3cnc4ccccc4c3)cs2)cc1 (stereo not given),2,1.8,18,2,-9,2,nt,-15,-3
CCOC(=O)c1cccc(N2C(=O)c3ccccc3S2(=O)=O)c1,-3,0.3,-4,13,5,2,-9,3,-3
O=C(CSc1ccc2nnc(-c3ccc(F)cc3)n2n1)N1CCOCC1,3,1.0,9,0,-10,-10,-1,-1,1
CCOC(=O)CCCNC(=O)COC(=O)CCC(=O)c1ccc(F)cc1,0,0.2,15,0,4,-8,-10,-3,-5
CC(=O)c1c(C)nn(CC(O)Cn2c3c(c4cc(C)ccc42)CCCC3=O)c1C (stereo not given),5,1.9,14,10,-10,6,-39,-7,-1
Oc1ccc(N2CCN(c3nc(-c4cccs4)nc4ccccc34)CC2)cc1,5,1.4,6,0,-9,19,-7,-6,-3
COc1ccccc1-c1nnc(SCC(=O)NC2CCCCC2)o1,8,0.8,8,2,2,12,-13,13,-2
Cc1csc(NC(=O)CSc2nc(=O)cc(N)n2-c2ccc(F)cc2)n1,17,0.0,16,2,-12,-8,-4,-7,6
FC(F)(F)c1ccc(Oc2ccccc2Cl)nc1,-4,0.2,-1,1,9,-6,-1,2,-4
Cc1c(N2C(=O)c3ccc4c5c(ccc(c35)C2=O)CC4)c(=O)n(-c2ccccc2)n1C,8,-0.4,7,nt,-13,nt,-12,5,-5
CCOc1ccc(NC(=O)C(c2ccccn2)N(C(=O)CCl)c2ccc(OCC)cc2)cc1 (stereo not given),-1,0.2,-8,nt,-6,nt,-20,4,-5
COc1ccc(/C=N/N=C/c2ccc(OC)cc2)cc1,-3,0.7,17,3,7,-7,nt,2,-2
CSc1nc2[nH]c3c(c2c2ncnn12)CCCC3,7,2.0,19,7,-4,-1,-13,-7,-5
CCC[N+]1(CC#CC(O)(c2ccccc2)C2CCCCC2)CCCCC1 (stereo not given),-28,0.1,-4,2,99*,-17,-15,1,-7
Cc1oc(-c2ccccc2Cl)nc1CSCC(=O)NC1CC1,8,0.2,20,-1,-3,-2,-15,-12,-6

The final 2 compounds of the part above are carried over, then new ones follow:
smiles,M1 PAM,M1 ag parental,M1 PAM parental,TAAR1 agonist,CHRM1 antagonist,TAAR1 antagonist,CHO parental Ca,CHO-K1 Ca antag,CHRM1 agonist
CCC[N+]1(CC#CC(O)(c2ccccc2)C2CCCCC2)CCCCC1 (stereo not given),-28,0.1,-4,2,99*,-17,-15,1,-7
Cc1oc(-c2ccccc2Cl)nc1CSCC(=O)NC1CC1,8,0.2,20,-1,-3,-2,-15,-12,-6
CCSC1=N/C(=C\c2cccc(F)c2)C(=O)S1,1,0.5,-4,2,3,-12,-5,3,-4
Cc1c(C(=O)N2CCN(S(=O)(=O)c3ccc(F)cc3)CC2)oc2ccccc12,7,0.9,6,0,-12,21,-11,5,11
CCCCN(CC)C(=S)Nc1ccc2nc3n(c(=O)c2c1)CCCCC3,-3,0.5,24,0,-3,7,-2,-12,-11
COc1ccccc1C(=O)Nc1ccncc1,8,-0.5,-12,0,-9,-12,-7,3,-5
COc1ccc2c(c1)C1NC(=S)NC(C)(O2)C1C(=O)Nc1ccccc1C (stereo not given),2,0.7,8,4,-2,-3,-30,-3,-3
C[C@H](CO)N1C[C@H](C)[C@H](CN(C)S(=O)(=O)c2cccs2)Oc2ccc(NC(=O)Nc3ccc4c(c3)OCO4)cc2CC1=O,-2,-0.2,-1,1,6,-14,-12,-10,-10
C[C@@H]1CN([C@@H](C)CO)C(=O)c2cc(NC(=O)C3CC3)ccc2O[C@H]1CN(C)C,15,0.1,-23,10,-4,-1,-7,-2,3
COc1cc(C(=O)NC(=S)Nc2cccc3nc(C)ccc23)cc(OC)c1OC,-7,5.5,2,0,19,-21,4,3,0
CCOc1cccc2cc(C(=O)NCc3cccnc3)c(=O)oc12,-5,0.0,-9,9,8,3,2,-3,-5
CCO[C@H]1OC(C(=O)O)=C[C@@H](c2ccc(C(F)(F)F)cc2)[C@@H]1CCCO,10,-0.4,19,7,-9,-8,5,-12,-5
Cc1ccccc1NP(=O)(c1ccccc1)c1nc2ccccc2s1 (stereo not given),-1,-0.2,20,4,10,-2,-28,-15,-4
CCn1c(=O)c(=O)[nH]c2cc(C(=O)NCC3CCCCC3)ccc21,6,-0.3,5,0,-8,-31,-15,0,-6
CC1(C)CNc2cc([N+](=O)[O-])ccc2S1,6,1.4,18,3,-8,15,-10,-1,-10
Cc1cc(OCC(=O)OCC(=O)NCC2CCCO2)ccc1Cl (stereo not given),13,1.7,19,1,-4,4,-3,-19,-2
NNc1nc(-c2ccccc2Cl)nc2ccccc12,11,0.9,22,0,-16,-22,-13,-14,-3
Cc1ccc(-c2nc(N)s[n+]2-c2ccccc2)cc1,0,0.5,1,1,-4,8,-11,11,-7
COc1ccc(C(=O)N2CCN(Cc3cn[nH]c3-c3ccc(OC)cc3F)CC2)cc1,7,0.6,15,3,-10,5,-7,-10,-4
CC1CCCCC1NS(=O)(=O)CCNC(=O)c1ccccc1 (stereo not given),-3,3.8,3,2,12,-15,-17,-10,0
O=C(CCN1C(=O)[C@@H]2Cc3ccccc3CN2C1=O)N[C@@H](C(=O)O)c1ccccc1,4,0.6,10,1,-11,-12,-3,-4,-2
COc1cc(OC)c(C(=O)OCC(=O)Nc2c(C)n(C)n(-c3ccccc3)c2=O)cc1OC,-2,0.5,2,12,5,10,-3,-12,-1
COCCCN(C(=S)NC(=O)c1ccc(C(C)(C)C)cc1)c1c(N)n(Cc2ccccc2)c(=O)[nH]c1=O,16,-0.6,-5,0,-2,0,-28,-11,1
O=C(CN1C(=O)NC2(CCCCC2)C1=O)NCC(=O)Nc1ccc(F)c(F)c1,14,0.5,23,2,-15,-8,-2,-10,-2
CCCc1cc(=O)[nH]c(SCC(=O)NN(c2ccccc2)c2ccccc2)n1,0,0.6,10,-1,2,1,-25,-4,-5
COc1ccc(CCNC(=O)COC(=O)c2cccs2)cc1,7,0.7,12,1,-8,12,nt,-4,-3
N#CCSc1nnc(-c2ccc3c(c2)OCO3)o1,10,0.3,8,2,-7,5,-5,0,-11
COc1cc(/C=N/NC(=O)c2cccc(NC(=O)c3ccccc3C)c2)ccc1O,-12,7.4,-8,15,19,61*,-5,3,-3
O=c1ccc2cc(S(=O)(=O)Nc3ccc(F)cc3)ccc2o1,-6,2.5,4,15,-23,2,-7,-3,3
C=CCN1CCN(C(=O)c2cc3c(s2)CCCC3)CC1,4,0.5,5,0,-5,-15,-16,-8,-6
O=C(O)CSc1ncnc2sc3c(c12)CCC3,-5,0.3,-11,4,9,10,-4,-3,-2
CCN1CCN(S(=O)(=O)c2ccc(Cl)c(C(=O)N(CC)CC(=O)Nc3ccc(OC)cc3)c2)CC1,8,1.6,15,1,-12,-20,3,-13,-5
O=C(Oc1c(-c2ccccc2Cl)oc2ccccc2c1=O)c1ccc(Cl)cc1,-1,0.0,15,-1,-5,0,-22,-12,-6
C=CC[C@]12CCc3sccc3C1N(c1ccc(C(=O)OCC)cc1)C2=O (stereo not given in full),-6,-0.1,10,11,7,10,-33,-18,-8
CCOc1ccc(N2CC(C(=O)Nc3ccccc3C(=O)NC3CC3)CC2=O)cc1 (stereo not given),11,0.6,8,0,0,0,-14,-15,6
Cn1nc(C(C)(C)C)c([N+](=O)[O-])c1C(=O)Nc1ccc(Br)cc1,0,8.6,-2,0,-7,3,-1,2,-2
Cc1ccccc1OCC(=O)N(Cc1ccc(N(C)C)cc1)C1CCS(=O)(=O)C1 (stereo not given),1,0.6,19,8,5,-6,-11,-6,-5
O=C1CC(=O)C(n2cncn2)C(c2cccc(Cl)c2)C1 (stereo not given),8,1.4,19,10,-1,17,-2,4,-4
Cc1ccc(O)c(CNn2cnnc2)c1,-3,0.8,11,8,-9,-1,9,-3,-3
COC(=O)c1ccccc1NC(=O)c1ccc(NS(C)(=O)=O)cc1,9,0.3,-1,-1,-12,2,-21,12,-2
COC(=O)c1ccc(-c2ccc(/C=N/NC(=O)Cc3nnc(N)s3)o2)cc1,11,0.4,-1,7,-18,-19,-17,-2,-3
CCc1ccc(CNC(=O)C2CCN(S(=O)(=O)N3CC(C)CC(C)C3)CC2)cc1 (stereo not given),6,1.3,29,2,-14,3,-18,-14,-3
Cn1ncc2c(NNC(=O)c3ccc(Cl)cc3Cl)ncnc21,-2,0.7,-8,4,-8,0,-10,5,4
Cc1ccc(C(=O)NC2CC(C)(C)NC(C)(C)C2)cc1S(=O)(=O)N1CCCCC1,17,1.1,5,3,-35,-1,-3,3,-4
CC(=O)Nc1nnc(CCS(=O)(=O)c2ccc(Cl)cc2)s1,-1,-0.4,-11,10,1,11,nt,12,-5
CC(=O)c1ccc(NC(=O)C(C)Sc2nnc(C3CC3)n2C2CC2)cc1 (stereo not given),8,-0.4,-3,2,-2,5,-14,3,-1
